# Source: PubChem
# AID2073 – disruptors of CaV2.2 binding to Mint1 – biochemical, HTRF (AID 2073). HTRF protein-protein interaction, Mint1-CaV2.2; higher % means a stronger effect. inhibition, % at 20 µM, or IC50 in µM where a hit was titrated. hit rate 0.19% among 290,000; in the data active = inhibition mostly above about 51%, no sharp cut-off; inconclusive = no clear call, values can overlap the other calls; inactive = mostly below about 53%; also: some results filed as inactive read as strong as hits
# HIV fusion peptide – cell-free HIV fusion peptide-binding blockers – biochemical, uHTS, fluorescence dequenching, primary screen (AID 1986). cell-free peptide binding, fluorescence dequenching, 30 min; higher % means a stronger effect. inhibition, % at 20 µM, or IC50 in µM where a hit was titrated. hit rate 0.3% among 290,000; in the data active = inhibition mostly above about 52%, no sharp cut-off; inactive = mostly below about 76%; also: some results filed as inactive read as strong as hits
# * hit, by the source's call; ? = inconclusive. These rows are one share of the data; count on the stated rates, not on these rows.
SMILES,AID2073,HIV fusion peptide
[S-]c1nnc(-c2ccc(Br)cc2)n1-c1ccccc1.[Zn+2],22%,0.6%
Cn1cc(C(=O)N2CCN(c3ccccc3)CC2)c(=O)c2cc(S(=O)(=O)N3CCOCC3)ccc21,-2%,0.2%
CCc1nnc(NS(=O)(=O)c2ccc(NC(=O)Nc3ccc(OC)cc3)cc2)s1,3%,11%
Cc1cccc(C)c1N(CC(=O)NCc1ccco1)C(=O)CNS(=O)(=O)c1ccc(F)cc1,10%,-0.6%
O=C(CN(Cc1ccccc1Cl)C(=O)c1csnn1)NCc1ccccc1,0%,-0.4%
COc1ccc(CNC(=O)C2CCCN(S(=O)(=O)N3CC(C)CC(C)C3)C2)c(OC)c1 (centres undefined),-9%,0.2%
CCCCC(C(=O)NC(C)c1ccccc1)C(=O)NC(C)c1ccccc1 (centres undefined),13%,-1.2%
Cc1ccc(C(=O)NCCCNC(=O)c2ccc(C)nc2)cc1,1%,-0.6%
CCc1nnc(NS(=O)(=O)c2ccc(NCc3cc(Cl)cc(Cl)c3O)cc2)s1,5%,58%
CC1CN(C(=O)/C=C/c2ccc(SC(F)F)cc2)CC(C)O1 (centres undefined),-3%,-0.9%
CCOc1ccc(C(=O)Oc2cc(C)[nH]c(=O)c2[N+](=O)[O-])cc1,9%,1.3%
N/C(=N\OC(=O)c1ccc(Cl)cc1[N+](=O)[O-])c1ccccn1,-8%,0.7%
CCOc1ccc(C(=O)NCC2CCN(CC3CCCCC3)CC2)cc1,-4%,2.2%
CS(=O)(=O)Nc1ccc(C(=O)N2CC(=O)Nc3ccccc32)cc1,-3%,0.9%
CCOc1ccccc1NC(=O)Cn1nnc(C(=O)NCc2cccs2)c1N,-8%,0.3%
COc1ccc(-n2nc3c(N4CCC(C(=O)N5CCC(C)CC5)CC4)nnc(C)c3c2C)cc1,-2%,8.6%
CC(C)CNC(=S)N1CCC(Cc2ccccc2)CC1,-9%,0.0%
COc1cc(C(=O)N/N=C/c2cn(Cc3ccccc3)c3ccccc23)ccc1O,8%,-3.9%
CC1CN(C(=O)CCNC(=O)c2ccc(Cl)cc2)CC(C)O1 (centres undefined),12%,1.3%
CS(=O)(=O)N1CCN=C1SCc1ccc(F)cc1,1%,0.9%
COc1ccc(C(=O)Nc2ccc3c(c2)C(=O)N(C)C3=O)cc1OC,15%,-2.1%
CC(C)C[C@H](NC(=O)c1[nH]cnc1C(=O)N[C@@H](C)C(=O)OCc1ccccc1)C(=O)OC(C)(C)C,13%,0.2%
Cc1nc2sccn2c(=O)c1S(=O)(=O)N1CCN(c2cccc(Cl)c2)CC1,10%,2.1%
O=C(O)C1Oc2cc3ccccc3cc2O1,13%,13%
COc1ccc(NCc2cccnc2)cc1,-10%,-0.2%

# Record cards, as listed above:
# Cc1ccc(C(=O)NCCCNC(=O)c2ccc(C)nc2)cc1 reads AID2073: 1%; HIV fusion peptide: -0.6%
# CCc1nnc(NS(=O)(=O)c2ccc(NC(=O)Nc3ccc(OC)cc3)cc2)s1 reads AID2073: 3%; HIV fusion peptide: 11%

# The results go on:
SMILES,AID2073,HIV fusion peptide
CCOCCSc1n[nH]c(=O)n1CCc1ccccc1,8%,-1.2%
COCCCn1c(C(=O)NC2CCCCC2C)cc2c(=O)n3cccc(C)c3nc21 (centres undefined),30%,0.7%
O=C(CNC(=O)c1ccco1)NCC(=O)OCC(=O)c1ccc(Cl)c([N+](=O)[O-])c1,-3%,1.3%
O=C(CCCC(=O)N(CC(=O)NC1CCCCC1)c1ccc(F)cc1)Nc1ccccn1,6%,0.0%
COc1cc(OC)cc(C(=O)NC(C)CNc2ccc(Cl)cc2[N+](=O)[O-])c1 (centres undefined),5%,-3.7%
COc1ccc(/C=N/n2c(C3CCCCC3)n[nH]c2=S)c(OC)c1,-22%,2.3%
COc1cc(C(=O)NCCC(=O)N2CCC3(CC2)NCCc2[nH]cnc23)cc(OC)c1OC,-1%,2.0%
COC(=O)c1cc(S(=O)(=O)Nc2ccc(C)c(F)c2)c[nH]1,14%,-0.1%
Cc1ccc(N(CC(=O)NCCc2ccc(Cl)cc2)S(=O)(=O)c2c(C)noc2C)cc1,6%,1.0%
COc1ccc(NC(=O)CN(C)C(=O)CCNS(=O)(=O)c2ccc(Br)cc2)cc1,10%,1.5%
CCn1c(O)c2ccc(C(=O)N=NC(=O)c3ccccc3)cc2c1O,0%,1.0%
COc1ccccc1N1CCN(C(=O)c2cc3cc(Cl)ccc3[nH]2)CC1,-10%,-0.6%
Cc1ccc(S(=O)(=O)N2CCOC2CNC(=O)C(=O)NCc2ccc3c(c2)OCO3)cc1 (centres undefined),2%,0.0%
O=C(CNC(=O)c1ccc(Cl)c([N+](=O)[O-])c1)NCC1CCCO1 (centres undefined),48%,-0.9%
Cc1ccccc1CN1C(=O)c2ccccc2Sc2ccc(C(=O)NCCCN3CCOCC3)cc21,0%,-0.1%
Cc1ccc(N=Cc2c(O)c3ccccc3oc2=O)cc1F,41%,-0.6%
COc1ccc(NC(=O)c2cnc(SC)nc2C)c(OC)c1,6%,0.6%
COc1ccc(NC(=O)c2cnc(NS(=O)(=O)c3ccccc3)nc2)cc1,-1%,-0.2%
CCc1ccc(N2CCN(CCNC(=O)Nc3ccccc3)CC2)cc1,8%,-2.3%
Cc1cc([N+](=O)[O-])nn1Cc1noc(C(=O)NCCc2ccccn2)n1,8%,0.8%
O=C(Cc1nn[nH]n1)Nc1cc(Cl)cc(Cl)c1,7%,3.8%
NC(=O)c1nsc(C(=O)N(c2ccccc2)C(C(=O)NCc2ccc(F)cc2)c2ccco2)c1N (centres undefined),17%,0.7%
Cc1cccc(N2CCN(C(=O)CCS(=O)(=O)c3ccc4c(c3)NC(=O)CO4)CC2)c1C,0%,1.2%
CCC(Oc1ccc(C)cc1)C(=O)Nc1ccc2c(c1)n(C)c(=O)n2C (centres undefined),3%,2.4%
CC(C)CC(C(=O)O)N1C(=O)C2C3C=CC(C2C1=O)C1C(=O)N(C(CC(C)C)C(=O)O)C(=O)C31 (centres undefined),4%,2.4%

# Looked up above:
# `O=C(Cc1nn[nH]n1)Nc1cc(Cl)cc(Cl)c1` in AID2073 is entered as 7%
# `Cc1cccc(N2CCN(C(=O)CCS(=O)(=O)c3ccc4c(c3)NC(=O)CO4)CC2)c1C` in AID2073 is entered as 0%
# `O=C(CNC(=O)c1ccco1)NCC(=O)OCC(=O)c1ccc(Cl)c([N+](=O)[O-])c1` in HIV fusion peptide is entered as 1.3%
# `Cc1ccccc1CN1C(=O)c2ccccc2Sc2ccc(C(=O)NCCCN3CCOCC3)cc21` in HIV fusion peptide is entered as -0.1%
# `COc1ccc(/C=N/n2c(C3CCCCC3)n[nH]c2=S)c(OC)c1` in HIV fusion peptide is entered as 2.3%
# `Cc1cc([N+](=O)[O-])nn1Cc1noc(C(=O)NCCc2ccccn2)n1` in AID2073 is entered as 8%
# `COc1ccccc1N1CCN(C(=O)c2cc3cc(Cl)ccc3[nH]2)CC1` in AID2073 is entered as -10%

# (list continues)
SMILES,AID2073,HIV fusion peptide
CC(=O)Nc1nnc(SCC(=O)NC2CC2)s1,13%,-0.9%
O=C(Nc1ccc2c(c1)OCCO2)c1cccc(Br)c1,-4%,0.6%
COc1cc(/C=C2\SC(=O)NC2=O)ccc1OCc1ccc(Cl)nc1,16%,3.9%
CCc1nnc(NC(=O)CN2CCN(Cc3cccc(F)c3)CC2)s1,0%,-0.6%
O=C(CCc1nnc2ccc(N3CCOCC3)nn12)Nc1ccc(F)cc1F,0%,-0.1%
Cc1cccc(NC(=O)CCc2c(C)nn(-c3ccc(N4CCCCC4)nn3)c2C)c1,3%,-0.8%
Cc1ccnc(SCC(=O)N2CCc3ccccc32)n1,16%,2.2%
O=C(COc1ccc(S(=O)(=O)N2CCOCC2)cc1Cl)NCc1ccccn1,0%,-1.0%
COc1ccc(NS(=O)(=O)c2ccc(NS(=O)(=O)c3cccs3)cc2)cc1,2%,1.7%
Cc1ccc(C(=O)NCC(=O)N2CCc3ccccc3C2)cc1C,12%,5.5%
O=C(Cn1nc(-c2ccco2)ccc1=O)Nc1ccc(Br)cc1,11%,2.7%
Nc1cc(=O)[nH]c(SCC(=O)c2ccc(F)cc2)n1,-1%,-1.1%
COc1ccc(Br)cc1CNC(=O)CCC(=O)N1CCSc2ccccc21,-5%,-0.5%
CCn1c(SCC(=O)NC2CCCC2)nc2c1c(=O)n(C)c(=O)n2C,10%,1.9%
COc1ccc(N(C(=O)c2ccco2)C(C(=O)NC2CCCC2)c2ccc(OC)c(OC)c2)cc1 (centres undefined),-6%,-1.9%
CCn1nc(C)c(CN2CCC(n3nccc3NC(=O)CCCc3ccccc3)CC2)c1C,2%,-0.5%
CN(C)S(=O)(=O)c1ccc2c(c1)Cc1cc(S(=O)(=O)N(C)C)ccc1-2,16%,0.7%
Cc1ccc(C2=NN(C(=O)c3ccccc3F)C(c3ccccc3F)C2)cc1 (centres undefined),-14%,-2.2%
CC(=O)Nc1ccc(OCCOc2ccc(/C=C3\C(=N)N4N=C(C)SC4=NC3=O)cc2)cc1,25%,1.2%
COc1ccccc1NC(=O)COc1ccc2c(c1)OCO2,10%,-0.2%
COc1ccc(C(CNC(=O)C(CCSC)NC(=O)c2ccccc2OC)N2CCCCC2)cc1 (centres undefined),0%,0.2%
CC(=O)c1c[nH]c(C(=O)NCc2cccc(C(F)(F)F)c2)c1,7%,-0.1%
COc1ccc(C(=O)N2CCNC(=O)C2CC(=O)Nc2cccc(Cl)c2Cl)cc1 (centres undefined),11%,-1.8%
CCc1ccc(OCC(=O)NC2CCCCC2)c(Br)c1,8%,0.3%
COc1ccccc1Nc1ccc2nonc2c1[N+](=O)[O-],6%,-2.5%
SMILES,AID2073,HIV fusion peptide
CC(Nc1ncnc2sccc12)c1ccccc1 (centres undefined),9%,-1.7%
COc1ccc(NC(C)=O)cc1S(=O)(=O)NC1CCSc2ccccc21 (centres undefined),16%,-2.5%
CCOC(=O)c1csc(N/N=C2\CCCc3ccccc32)n1,-5%,-3.0%
CCCOc1ccc(C(=O)CCNC(Cc2c[nH]c3ccccc23)C(=O)O)cc1 (centres undefined),-8%,2.5%
CCOc1ccc(S(=O)(=O)N2CCN=C2Cc2ccccc2)cc1C,-4%,-0.2%
CCOc1ccc(NC(=O)c2ccc(Cl)c(NC(=O)c3ccco3)c2)cc1,7%,0.2%
O=C(COC(=O)c1cccc(Cl)c1Cl)NC1CCCC1,10%,0.1%
O=C(CSc1ccc(F)cc1)N1CCOCC1,-3%,1.2%
Cc1ccc(C(O)CCc2ccc(N)cc2)cc1 (centres undefined),?,-1.1%
CCCCN(C)CCNC(=O)CN1C(=O)CSc2ccc(S(=O)(=O)N3CCCC3)cc21,8%,0.0%
CCC1CCCCN1C(=O)c1ccc(OC2CCN(Cc3ccccn3)CC2)cc1 (centres undefined),5%,3.5%
O=C(Cn1ncn2c(cc3sccc32)c1=O)NC1CCCC1,7%,4.2%
O=C(c1ccc(Br)cc1)c1cn[nH]c1-c1ccccc1O,-8%,-1.7%
CC1CC(=O)N(CC(=O)NC2CCCCC2)c2ccccc2S1 (centres undefined),2%,-1.3%
CCOCCc1nnc(NC(=O)CCc2ccccc2)s1,6%,-0.8%
COC(=O)/C=C1/S/C(=N/NC(=O)c2ccccc2OC)NC1=O,11%,-1.4%
COc1cccc(-c2nc(CS(=O)(=O)CC(=O)N3CCCCC3)c(C)o2)c1,3%,-0.3%
COc1ccc(Cl)cc1NC(=O)c1sc2nc(C)nc(N3CCOCC3)c2c1C,45%,-1.8%
COc1ccccc1C(=O)NC(CCSC)C(=O)NNC(=O)c1csc(N2CCOCC2)n1 (centres undefined),19%,2.6%
COCCCNC(=O)CN(c1ccc(F)cc1)S(=O)(=O)c1ccc2c(c1)OCCO2,-4%,2.8%
Cc1ccc(C)c(NS(=O)(=O)c2csc(C(N)=O)c2)c1,6%,1.5%
O=C(N/C(=C\c1ccco1)C(=O)N1CCC(O)CC1)c1ccccc1,-3%,-0.4%
Cc1ccc(S(=O)(=O)N2CC(C(=O)O)Oc3ccccc32)cc1 (centres undefined),6%,2.7%
Cc1cc2c(NCCc3ccccc3)ncnc2s1,14%,-1.2%
Brc1cccc(CNCC2CCCO2)c1 (centres undefined),13%,1.5%

# Random excerpt: 3 entries already listed, in no set order.
SMILES,AID2073,HIV fusion peptide
CCC1CCCCN1C(=O)c1ccc(OC2CCN(Cc3ccccn3)CC2)cc1 (centres undefined),5%,3.5%
Cc1cc2c(NCCc3ccccc3)ncnc2s1,14%,-1.2%
CCOc1ccc(NC(=O)c2ccc(Cl)c(NC(=O)c3ccco3)c2)cc1,7%,0.2%

# Part of the list above in order of count of non-hydrogen atoms, high to low:
SMILES,AID2073,HIV fusion peptide
COc1ccccc1C(=O)NC(CCSC)C(=O)NNC(=O)c1csc(N2CCOCC2)n1 (centres undefined),19%,2.6%
COCCCNC(=O)CN(c1ccc(F)cc1)S(=O)(=O)c1ccc2c(c1)OCCO2,-4%,2.8%
O=C(N/C(=C\c1ccco1)C(=O)N1CCC(O)CC1)c1ccccc1,-3%,-0.4%

# Next section.
SMILES,AID2073,HIV fusion peptide
COc1ccc(S(=O)(=O)Cc2ccc(C(=O)NCc3ccccc3)o2)cc1,-12%,-1.0%
CC(C)CCNc1nc(N)c([N+](=O)[O-])c(NC2CCCCC2)n1,14%,1.7%
Cc1ccccc1NC(=O)NC1CCS(=O)(=O)C1 (centres undefined),6%,0.3%
Cc1nn(C)c(Cl)c1CN1CCCC(C(=O)Nc2ccc(-c3cscn3)cc2)C1 (centres undefined),4%,-1.0%
O=C1NC(=O)/C(=C\c2ccc(OCc3ccccc3)cc2)S1,0%,0.7%
COc1ccc(S(=O)(=O)Nc2ncccn2)cc1,1%,0.5%
COc1cccc(NC(=O)c2ccc3c(c2)CCN3S(C)(=O)=O)c1,0%,0.5%
CCC(C)(C)NC(=O)CN(C(=O)C(=O)Nc1ccc2c(c1)OCCO2)C1CC1,20%,-1.5%
CN(C(=O)CN1C(=O)/C(=C/c2ccccc2F)SC1=S)C1CCS(=O)(=O)C1 (centres undefined),-3%,-2.4%
